Assay outcomes from PubChem BioAssay.
RmlCD inh 1536 – M. tuberculosis RmlC/RmlD coupled enzyme inhibitors, primary screen, biochemical, compound mixtures, 384-well, from 1536-well plates; RmlC+RmlD coupled enzyme assay, percent inhibition; primary screen in compound mixtures; inhibition, % at 3.6 µM; actives 0.03% (n = 160,000); in the data active = inhibition mostly above about 34%, no sharp cut-off; also: some results filed as inactive read as strong as hits
Target sequence (P9WH09 whole entry, looked up): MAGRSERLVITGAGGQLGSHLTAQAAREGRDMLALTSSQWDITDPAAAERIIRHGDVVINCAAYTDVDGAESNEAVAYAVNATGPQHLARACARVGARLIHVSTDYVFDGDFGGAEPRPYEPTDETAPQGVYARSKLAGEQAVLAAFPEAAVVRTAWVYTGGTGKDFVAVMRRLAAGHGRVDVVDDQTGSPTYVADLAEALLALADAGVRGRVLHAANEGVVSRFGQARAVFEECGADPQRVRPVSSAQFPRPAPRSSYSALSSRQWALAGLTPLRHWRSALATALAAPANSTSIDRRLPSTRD
Target sequence (P9WH11 whole entry, looked up): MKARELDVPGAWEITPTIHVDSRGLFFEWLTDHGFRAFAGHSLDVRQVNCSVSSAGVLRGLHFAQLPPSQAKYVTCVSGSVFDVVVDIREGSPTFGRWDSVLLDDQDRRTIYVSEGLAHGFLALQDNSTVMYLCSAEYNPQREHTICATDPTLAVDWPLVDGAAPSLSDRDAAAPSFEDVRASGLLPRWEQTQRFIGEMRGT
M. tuberculosis GlmU – inhibition of mycobacterial GlmU enzyme – biochemical, glucosamine-1-phosphate acetyltransferase (AID 1376) | M. tuberculosis GlmU acetyltransferase enzyme assay; higher % means a stronger effect | inhibition, %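 (tested at 30 µM in the primary screen)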, or IC50 in µM where a hit was titrated | actives 0.25% (n = 220,000) | Bifunctional protein GlmU (Mycobacterium tuberculosis (strain ATCC 25618 / H37Rv)); in the data active = inhibition above about 13%;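 also: 0% = complete reaction with vehicle and 100% = reaction without substrate; strong numbers were not always called active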
The depositor's hits bear a star; x = not tested or not shown. Not all compounds are listed. The share of hits here may be higher or lower than overall.

The opening two entries, to show the layout:
Structure,RmlCD inh 1536,M. tuberculosis GlmU
O=C(O)c1cc(N2N=C(C(F)(F)F)/C(=C/C=C/c3ccco3)C2=O)ccc1Cl,-3.4,94.3µM*
COC(=O)CN1C(C)=Nc2ccc(C)cc2C1c1ccccc1 (stereo unspecified),3.1,4.3%

All compounds of this part, from the start:
Structure,RmlCD inh 1536,M. tuberculosis GlmU
O=C(O)c1cc(N2N=C(C(F)(F)F)/C(=C/C=C/c3ccco3)C2=O)ccc1Cl,-3.4,94.3µM*
COC(=O)CN1C(C)=Nc2ccc(C)cc2C1c1ccccc1 (stereo unspecified),3.1,4.3%
O=[N+]([O-])c1ccc(N2CCCCCC2)c2ncccc12,-9.3,-0.1%
Cc1cnc(C(=O)Nc2cccc3cccnc23)cn1,-12.7,x
CCn1c(C)cc(/C=C2/SC(=S)N(CC(=O)O)C2=O)c1C,1.4,-4.8%
CCOc1ccccc1OCCOc1ccc(F)cc1,x,1.1%
CCc1ccccc1NC(=O)CN1C(=O)C2CCCN2c2ncc(Cl)cc21 (stereo unspecified),x,1.0%
O=S(=O)(c1ccc(F)cc1F)N1CCCN(c2ccc(C(F)(F)F)cn2)CC1,-15.0,-1.9%
COc1cc2c(C(=O)N3CCN(c4cccc(Cl)c4)CC3)cn(CC(C)C)c(=O)c2cc1OC,-10.2,-1.1%
COc1ccc(-c2cc(C(=O)NC3CCCC3)no2)cc1OC,7.3,-0.2%
O=c1[nH]c(CSc2ncnc3sccc23)nc2ccccc12,x,1.3%
CC(NC(=O)Cn1cc2c(n1)CCCCC2)c1ccccc1 (stereo unspecified),-5.4,-0.3%
O=C(Nc1cccc(Cl)c1)Nc1ccccc1-n1ccnc1,x,-0.8%
CC(=O)NC(CCS(C)(=O)=O)C(=O)Nc1cccc(C)c1C (stereo unspecified),-0.2,0.5%
Cc1c(CN2CCCCC2)c(O)n(CCO)c(=O)c1C#N,x,-1.6%
CN1C2=NCCN2C(=O)c2cc(Cl)ccc21,1.0,0.8%
CCC(=O)Nc1nc2cc(OC)ccc2s1,9.9,x
O=[N+]([O-])c1ccc(COc2ccc(Br)cc2CN2CCOCC2)cc1,-12.5,-2.5%
O=C(Nc1ccc(N2CCOCC2)nc1)c1ccc(F)cc1,7.7,3.6%
CC(C)C(c1nnnn1CCc1ccccc1)N1CCC(C(N)=O)CC1 (stereo unspecified),-3.9,3.7%
O=C(COc1ccc(Br)cc1)NCc1cn2ccccc2n1,-5.5,-1.5%
Cn1c(C(=O)N2CCCC(C(=O)NCCCc3ccccc3)C2)cc2sccc21 (stereo unspecified),13.6,-2.0%
COC(=O)c1ccccc1NC(=O)N1CCN(c2ccccc2)CC1,3.7,-3.4%
O=C(Nc1nc2cc3c(cc2s1)OCO3)C1=COCCO1,x,1.5%
Cc1cccc(C)c1NC(=O)CS(=O)CC(=O)NC1CCCc2ccccc21 (stereo unspecified),0.9,-0.1%
C=CCn1c(C(c2ccccc2)c2ccccc2)n[nH]c1=S,6.5,5.1%
CC(C)(C)c1csc(NC(=O)Cc2cccs2)n1,-10.7,6.8%
COc1ccccc1C(=O)Nc1ccc(C(=O)O)cc1,19.8,4.4%
Cc1ccc(Cl)cc1NC1=C/C(=N\S(=O)(=O)c2cccs2)c2ccccc2C1=O,-3.2,-5.0%
O=C(Nc1ccc2c(c1)OCO2)c1c(Cl)nc2sccn12,x,-2.2%
CCCCNC(=O)c1onc(CSc2cccc(Cl)c2)c1C(=O)O,x,3.6%
C=CCNC(=O)CN1C(=O)C2C3c4ccccc4C(c4ccccc43)C2C1=O (stereo unspecified),-7.3,-0.7%
C(=N\n1cnnc1)/c1ccc2ncccc2c1,-5.1,0.6%
O=C(Nc1ccccc1)c1ccc2snnc2c1,-11.2,-0.5%
CCCCC(=O)Nc1ccc(C(=O)NCc2ccncc2)cc1,12.6,5.5%
CCC(=O)Nc1nc(C)cc(SCC(=O)OC)n1,x,-0.7%
O=C(OCC(=O)C12CC3CC(CC(C3)C1)C2)c1cccnc1,-8.3,-3.2%
C=CCc1ccccc1OCC(O)CN1CCN(CCN2C(=O)c3cccc4cccc(c34)C2=O)CC1 (stereo unspecified),x,-3.1%
CCOC(=O)c1sc(NC(=O)c2cc(-c3ccccc3)nc3ccccc23)c(C#N)c1C,x,-1.2%
COC(=O)C1=C(C)N(Cc2ccco2)C(=O)N[C@@H]1c1ccco1,x,-2.5%
COC(=O)c1c(C)oc2ccc(N(C(=O)c3ccncc3)S(=O)(=O)c3ccc(C)cc3)cc12,x,-2.0%
CCOc1ncccc1C(=O)OCC(=O)Nc1ccc(C)c(S(=O)(=O)N(C)C)c1,10.0,-4.4%
FC(F)(F)c1cnc(Oc2cccc3ccccc23)c(Cl)c1,0.4,-3.3%
CCN(C(=O)COC(=O)c1cccnc1Nc1cccc(C(F)(F)F)c1)C1CCS(=O)(=O)C1 (stereo unspecified),-6.8,-1.5%
O=C(CN1CCCC1)Nc1ccc([N+](=O)[O-])cc1,-11.3,0.1%
CCOC(=O)CC(=O)CSC1=C(C#N)C(c2ccccc2OC)CC(=O)N1 (stereo unspecified),-6.9,0.5%
COc1ccc(OCCSc2n[nH]c(N)n2)cc1,8.8,-11.3%
NS(=O)(=O)c1cccnc1Nc1cccc(C(F)(F)F)c1,-5.2,1.7%
CC1CC(NC(=O)c2cnc3n(c2=O)CCS3)CC(C)(C)C1 (stereo unspecified),x,4.3%
CC(NC(=O)Cc1ccc(F)cc1)c1ccc(F)cc1 (stereo unspecified),-0.7,0.8%
CCOC(=O)N1CCN(C(=O)c2nn(-c3ccc(C)cc3)c(=O)c3c2c2ccccc2n3C)CC1,-7.1,x
C=CCOc1ccc(/C(O)=C2\C(=O)C(=O)N(CCCOC)C2c2ccc(O)c(OC)c2)cc1 (stereo unspecified),x,-0.1%
O=C(Nc1ccc(Cl)c([N+](=O)[O-])c1)C(NCCCO)c1ccccc1 (stereo unspecified),-14.5,8.0%
CC(=O)c1cn(S(=O)(=O)c2ccccc2)c2ccccc12,-10.6,6.9%
Cc1c(C(=O)NCC2CCCO2)oc2ccc(S(=O)(=O)N3CC(C)CC(C)C3)cc12 (stereo unspecified),-5.2,6.5%
Cc1ccc(S(=O)(=O)N(C)C)cc1-n1c(SCC(=O)N(C)C)nc2ccccc2c1=O,5.4,-7.2%
CCOC(=O)c1cc(CC)sc1NC(=O)COc1ccc2c(C)cc(=O)oc2c1,x,1.9%
O=C(Nc1ccc2c(c1)OCO2)C1CCN(C(=O)c2ccc(Cl)cc2)CC1,x,0.1%
CCSc1nnc(NC(=O)C2CCN(S(=O)(=O)c3c(C)c(C)cc(C)c3C)CC2)s1,-3.0,3.4%
Cc1c(-c2ccc(/C=N/NC(=O)C(=O)Nc3ccccc3F)o2)cccc1[N+](=O)[O-],3.5,0.0%

New compounds follow
Structure,RmlCD inh 1536,M. tuberculosis GlmU
CC(=O)NCC1CCCN(Cc2cn(-c3ccccc3)nc2-c2ccc3c(c2)OCO3)C1 (stereo unspecified),-11.6,-0.9%
Cc1c(-c2csc(N)n2)cnn1C,3.0,3.9%
O=C(NO)c1ccc(OC(F)F)cc1,6.8,x
CCOc1ccc(N2C(=O)CC(NCCc3c[nH]c4ccccc34)C2=O)cc1 (stereo unspecified),x,0.6%
CCCCNC(=O)c1cc2c(-c3ccc(Cl)cc3)nn(C)c2s1,7.0,1.2%
Cc1ccc(CNC(=O)N2CCN(C)CC2)cc1,-35.1,4.2%
Cc1ccc(S(=O)(=O)N/N=C/c2cccs2)cc1,-4.4,2.3%
Cc1ccc(OCC(=O)OC2CCS(=O)(=O)C2)cc1 (stereo unspecified),11.2,x
CCN(CC)S(=O)(=O)c1ccc2c(c1)c(C(=O)O)cn2C,5.0,1.3%
O=C(CCl)c1ccc2c(c1)CCN2C(=O)C1CCCCC1,36.3,x
C=CCCCCCCCCc1nc(SCC(=O)O)n[nH]1,3.6,2.1%
COc1cccc(C2C(C(=O)c3sc(C)nc3C)=C(O)C(=O)N2CCN2CCOCC2)c1 (stereo unspecified),x,3.3%
Cn1c(CS/C(N)=N/N=C/c2ccccc2)c(Br)c(=O)n1-c1ccccc1,x,5.6%
CN1CCN(NC(=O)c2cn(-c3ccccc3)nc2-c2cccc(Br)c2)CC1,-4.2,-1.4%
Cc1cc(N2CCN(S(=O)(=O)c3ccc4ccccc4c3)CC2)n2ncnc2n1,8.2,-0.2%

Some of the entries above in another layout:
Sequence of screens – RmlCD inh 1536, M. tuberculosis GlmU
CC(=O)NCC1CCCN(Cc2cn(-c3ccccc3)nc2-c2ccc3c(c2)OCO3)C1 (stereo unspecified)
 : -11.6, -0.9%
Cc1c(-c2csc(N)n2)cnn1C
 : 3.0, 3.9%
O=C(NO)c1ccc(OC(F)F)cc1
 : 6.8, x
CCOc1ccc(N2C(=O)CC(NCCc3c[nH]c4ccccc34)C2=O)cc1 (stereo unspecified)
 : x, 0.6%

Other structures follow:
Structure,RmlCD inh 1536,M. tuberculosis GlmU
Cc1nc2nc(-c3ccccc3)cc(=O)n2[nH]1,5.7,0.3%
CCOC(=O)c1oc2nc(C(C)C)c3c(c2c1N)CCC3,x,8.5%
C/C(=C\C(=O)Nc1nccs1)c1ccccc1,x,1.1%
S=C(Nc1ccc(Cl)cc1)Nc1cccc2cnccc12,x,1.1%
CCOc1ccc(N(C(=O)CNS(=O)(=O)c2ccccc2)C(CC)C(=O)NCc2ccco2)cc1 (stereo unspecified),2.9,-2.2%
CSCC[C@H](NC(=O)CCNC(C)=O)c1nc2ccccc2[nH]1,3.8,4.2%
CC(NC(=O)C1C2C=CC(C2)C1C(=O)O)c1ccccc1 (stereo unspecified),-3.2,-2.5%
COC(=O)[C@H](CC(C)C)NC(=O)NC1CCCCC1C (stereo partly specified),-6.6,8.1%
N#C/C(=C\Nc1ccc(Cl)cn1)S(=O)(=O)c1ccccc1,-4.4,-3.8%
O=C(COC(=O)Cn1cnc2ccccc21)Nc1ccc2c(c1)C(=O)c1ccccc1C2=O,5.9,-5.5%
Cc1ccc(C)c(N2CN(CCC3=CCCCC3)CNC2=S)c1,-5.4,-8.7%
Cc1c(Cl)c(=O)n2c(=O)c(Cl)c(C)n12,-5.4,-4.4%
CC(=O)Nc1ccc(-c2nnc(SCC(=O)Nc3ccc4c(c3)oc3ccccc34)n2C)cc1,x,5.0%
CN(C)c1cc(-c2ccc(Cl)c(Cl)c2)oc(=O)c1Cl,7.4,-0.8%
O=C1C=C(c2ccccc2)C[C@H](c2cccs2)[C@H]1n1cnc([N+](=O)[O-])c1,3.4,-1.6%
CC(C)N(CCc1ccncc1)C(=S)Nc1ccc(F)c(Cl)c1,-8.7,4.0%
O=C(NCC1CCCO1)c1coc2nc3ccccc3nc12 (stereo unspecified),-4.8,0.2%
Cc1ccc(NC2c3ncccc3C(=O)N2c2ccccc2C)cc1C (stereo unspecified),-125.4,-1.8%
Cc1ccc(CN2CCN(/N=C/c3sccc3C)CC2)c(C)c1,5.4,5.6%
CC1c2ccsc2CCN1S(=O)(=O)c1cccs1 (stereo unspecified),-11.4,4.7%
CCOc1ccccc1N(CC(=O)Nc1ccc2c(c1)OCO2)S(C)(=O)=O,x,11.7%
CC1c2[nH]c3ccccc3c2CCN1S(C)(=O)=O (stereo unspecified),-3.0,-7.0%
COc1ccccc1C(=O)Nc1ccc(N2CCN(Cc3ccccc3)CC2)cc1,-4.3,-4.0%
Cc1ccc(-c2cc(C(F)F)n3ncc(C(=O)Nc4cn(C)nc4C)c3n2)cc1,7.8,9.5%
COc1ccc(C2C(CN3CCOCC3)C(=O)N2c2ccccc2)cc1 (stereo unspecified),-13.1,-6.5%
C/C(=C/C(=O)NCc1ccccc1)C(=O)O,-2.6,-9.6%
CCn1c2ccccc2c2cc(NC(=O)c3coc(=O)c(Br)c3)ccc21,11.0,0.8%
Cc1cc(Cl)nc(N)n1,17.7,1.0%
Cc1cc(=O)oc2cc(OCC(=O)NCc3cccnc3)ccc12,x,0.8%
CCOc1cc(/C=C\c2[nH]c(=O)[nH]c(=O)c2[N+](=O)[O-])ccc1OC(C)CC (stereo unspecified),x,3.4%
O=[N+]([O-])c1cccc(/C=N/NC2=NCCCCC2)c1,x,5.1%
COc1cccc(C(=O)NCC(=O)N/N=C/c2cccs2)c1,11.4,-3.5%
CSc1ccc(/C=C(/Sc2nnc(-c3ccccc3)o2)C(=O)O)cc1,2.9,5.9%
Cc1nn(C)c(C(=O)NNC(=S)NCC(C)C)c1Cl,-4.6,8.7%
CN(C(=O)COC(=O)CCc1c[nH]c2ccccc12)C(c1ccccc1)c1ccccc1,9.0,-0.6%
CCOC(=O)/C(=N\Nc1cc(Cl)ccc1Cl)N1CCN(CC)CC1,12.1,0.4%
Cc1cc(C)nc(SC(C)C(=O)Nc2ccc(S(N)(=O)=O)cc2)n1 (stereo unspecified),9.2,-1.9%
Cc1cc(/C=C2/C(=O)NC(=O)N(c3ccccc3)C2=O)c(C)n1-c1ccc(F)cc1,x,1.1%
COc1cc([N+](=O)[O-])ccc1NC(=O)CCCOc1cc(C)ccc1C,-4.1,0.2%
COc1ccc(S(=O)(=O)N(C)CC(=O)N2CCCC2)cc1Cl,4.2,0.3%
